DAGLB inh = blocks human DAGLB lipase activity | hit rate 0.059% among 340,000 | Q8NCG7 | HEK293T DAGLB membrane lysate, EnzChek fluorogenic substrate | AID 504411 | inhibition, % at 5.17 µM; in the data active means inhibition above about 34%;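 further: 0% = enzyme with vehicle and 100% = wells lacking enzyme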
Target sequence (Q8NCG7 whole entry, looked up): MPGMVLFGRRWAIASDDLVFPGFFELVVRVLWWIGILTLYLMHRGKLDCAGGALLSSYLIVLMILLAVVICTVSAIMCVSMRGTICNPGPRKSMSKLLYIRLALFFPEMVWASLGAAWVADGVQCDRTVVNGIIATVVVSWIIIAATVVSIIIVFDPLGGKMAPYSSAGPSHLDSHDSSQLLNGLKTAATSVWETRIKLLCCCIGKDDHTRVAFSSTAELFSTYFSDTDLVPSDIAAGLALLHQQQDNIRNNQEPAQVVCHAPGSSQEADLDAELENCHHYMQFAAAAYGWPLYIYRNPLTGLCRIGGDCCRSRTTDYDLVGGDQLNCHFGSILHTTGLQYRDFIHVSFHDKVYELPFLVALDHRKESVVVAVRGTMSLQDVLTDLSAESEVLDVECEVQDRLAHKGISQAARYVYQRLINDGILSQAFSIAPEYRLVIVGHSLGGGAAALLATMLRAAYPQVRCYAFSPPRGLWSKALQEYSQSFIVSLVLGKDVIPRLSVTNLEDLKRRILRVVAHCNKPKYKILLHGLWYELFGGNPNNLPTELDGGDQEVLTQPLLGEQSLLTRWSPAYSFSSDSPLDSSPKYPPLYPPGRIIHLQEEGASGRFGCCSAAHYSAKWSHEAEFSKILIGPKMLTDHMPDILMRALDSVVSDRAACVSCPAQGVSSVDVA
AddAB inh = less growth of phage-infected E. coli with AddAB; E. coli expressing H. pylori AddAB, absorbance growth; inhibition, % at 11.9 µM; hit rate 0.29% among 330,000; AID 435030; in the data active means inhibition above about 12%;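 further: 0% = vehicle wells of infected cells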
Wnt act = Wnt/beta-catenin pathway activation; Wnt/beta-catenin reporter cell assay, activator, plate reader; activation, % at 9.35 µM; hit rate 1.2% among 300,000; in the data active means activation above about 30%, passing the limit was not always enough; inconclusive means no clear call, values can overlap the other calls;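 further: 0% = neutral control wells and 100% = positive control wells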
Rtt109 HAT inh = inhibitors of Candida albicans Rtt109/Vps75 histone acetyltransferase; Q5AAJ8; purified Rtt109/Vps75, ThioGlo CoA-SH fluorescence, 4 h; inhibition, % at 34.9 µM; hit rate 0.16% among 330,000;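 active means inhibition of at least 50% in every replicate; inconclusive means best replicate reaches 50% inhibition but some replicates fall short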
Target sequence (Q5AAJ8 whole entry, looked up): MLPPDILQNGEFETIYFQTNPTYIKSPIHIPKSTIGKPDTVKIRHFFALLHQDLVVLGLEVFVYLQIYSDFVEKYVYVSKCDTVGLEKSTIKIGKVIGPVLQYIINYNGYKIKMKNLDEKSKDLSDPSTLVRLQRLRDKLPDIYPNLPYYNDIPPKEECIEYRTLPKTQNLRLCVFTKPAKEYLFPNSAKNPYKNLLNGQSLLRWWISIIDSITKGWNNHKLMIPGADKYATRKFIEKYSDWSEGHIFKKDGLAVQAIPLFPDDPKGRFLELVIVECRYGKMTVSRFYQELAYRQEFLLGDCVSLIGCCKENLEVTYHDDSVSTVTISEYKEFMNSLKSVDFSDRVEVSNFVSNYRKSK
Ecoli viability = counter-screen for AddAB inhibitors: E. coli growth inhibition | hit rate 0.27% among 330,000 | AID 449728 | inhibition, % at 11.9 µM | E. coli V3065 growth, OD600 absorbance, 18 h;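 active means inhibition above the campaign's mean inhibition across all tested compounds plus 3 SD, cut at about 9.9% in these data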;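 further: uninfected addAB+ strain grown without phage in ampicillin broth; 0% = DMSO wells and 100% = ciprofloxacin 0.95 µg/ml wells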
CAL PDZ inh = human CAL PDZ-peptide interaction inhibition; purified CAL PDZ, TMR-peptide fluorescence polarization, 1 h; hit rate 0.02% among 330,000; Q9HD26; inhibition, % at 20 µM; AID 504414;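 active means highest replicate inhibition of at least 40%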;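 further: plate controls were DMSO neutral control wells for no effect and unlabeled competitor peptide control wells for full effect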
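Material: tagged CAL PDZ protein CerCALP, purified; buffer or medium: sodium phosphate/NaCl buffer pH 7.4 with TCEP, IgG, Thesit; also added: fluorescent TMR peptide probe; schedule: 1 h incubation at room temperature before polarization reading; technique: fluorescence polarization from S- and P-plane intensities, G-factor corrected; control set: unlabelled peptide and DMSO controls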
PvdQ inh = blocks Pseudomonas aeruginosa PvdQ acylase activity | purified PvdQ acylase, fluorescence plate reader | inhibition, % at 10 µM | hit rate 0.063% among 340,000; in the data active means inhibition above about 30%, passing the limit was not always enough; inconclusive means no clear call, values can overlap the other calls;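 further: 0% = vehicle neutral wells and 100% = reference inhibitor wells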
PfHsp90 set2 = inhibits growth of yeast expressing Plasmodium falciparum Hsp90; hit rate 0.32% among 310,000; S. cerevisiae expressing PfHsp90, BacTiter-Glo ATP, 48 h; yeast lacking PDR1 and PDR3 efflux regulators; AID 504621; inhibition, % at 9.4 µM;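 active means every replicate shows inhibition above about 80%, whatever the replicate mean, limit read from the data; inconclusive means mean inhibition reaches the set limit but some replicate falls short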;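 further: 0% = DMSO neutral controls and 100% = 20 µM radicicol positive controls; yeast relying on Plasmodium falciparum Hsp90 in place of its own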
Tat transport = inhibitors of E. coli Tat protein transport | hit rate 0.036% among 340,000 | AID 488895 | E. coli MC4100 TorA-mCherry Tat export, fluorescence | inhibition, % at 10 µM;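 active means mean replicate inhibition at least 50% and at least half of replicates individually reaching 50%; inconclusive means only one of the two criteria met; inactive means neither criterion met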;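 further: exported cargo escapes ClpAP degradation while cytoplasmic cargo is degraded and loses fluorescence; 0% = median of neutral control wells and 100% = median of NaSCN control wells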
phage Ecoli inh = E. coli growth loss with phage present; inhibition, % at 11.9 µM; AID 651602; hit rate 0.26% among 360,000; growth absorbance; in the data active means inhibition above about 11%
* hit, by the source's call; u = inconclusive; x = no result given; & = joins results of further samples. No enrichment for hits. Share with any hit: about 1.9%.

The first two records, to show the layout:
SMILES	DAGLB inh	AddAB inh	Wnt act	Rtt109 HAT inh	Ecoli viability	CAL PDZ inh	PvdQ inh	PfHsp90 set2	Tat transport	phage Ecoli inh
CCOc1ccc(N2CC(C(=O)NCCc3ccc(F)cc3)CC2=O)cc1 (stereo not given)	-1	2.1	-3	-4	-2.3	-2.6	-18	-3	-3	0.5
CCOc1ccc(NC(=O)C2CCN(S(=O)(=O)c3ccc4c(c3)C(C)(C)C(=O)N4C)CC2)cc1	2	3.0	0	-15	-1.0	-1.2	-10	25	-3	3.3

The list itself, previewed entries included:
SMILES	DAGLB inh	AddAB inh	Wnt act	Rtt109 HAT inh	Ecoli viability	CAL PDZ inh	PvdQ inh	PfHsp90 set2	Tat transport	phage Ecoli inh
CCOc1ccc(N2CC(C(=O)NCCc3ccc(F)cc3)CC2=O)cc1 (stereo not given)	-1	2.1	-3	-4	-2.3	-2.6	-18	-3	-3	0.5
CCOc1ccc(NC(=O)C2CCN(S(=O)(=O)c3ccc4c(c3)C(C)(C)C(=O)N4C)CC2)cc1	2	3.0	0	-15	-1.0	-1.2	-10	25	-3	3.3
CC(=O)c1cc2c(cc1N(C(=O)c1ccco1)C(C(=O)NC1CCCC1)c1ccccc1F)OCO2 (stereo not given)	-3	1.4	0	0	-1.3	-1.5	-5	23	-6	1.2
O=C(Nc1nccs1)C1CC(=O)N(CCc2ccc(F)cc2)C1 (stereo not given)	-2	4.7	0	-1	-0.9	-1.8	3	-6	1	1.3
ClC1(CNc2ccccc2)CCN(Cc2ccccc2)CC1	0	0.2	8	-10	-1.7	0.7	-1	12	0	1.8
CCCCC1=CC2=C(c3ccco3)C(=O)C(C)(OC(=O)c3ccc(OC)cc3)C(=O)C2=CN1C1CC1 (stereo not given)	-3	3.9	-7	-5	-0.3	0.1	5	-23	-12	1.3
CCCOC(=O)C1=C(C)N(C)C(=O)NC1c1cc2c(cc1Br)OCO2 (stereo not given)	0	1.8	-2	-1	-1.2	-1.0	-18	3	3	3.2
CCN(CC(=O)Nc1ccccc1OC)C(=O)CC1CC2CCC1C2 (stereo not given)	1	2.0	1	6	3.0	0.4	-8	-19	4	1.5
Nc1nc(C23CC4CC(CC(C4)C2)C3)cs1	-1	2.8	x	-4	1.6	0.3	0	1	-10	3.5
CC(C)CCNc1nc(N)c([N+](=O)[O-])c(N2CCCCCC2)n1	-3	-0.2	-7	-2	0.7	x	8	-33	7	-1.4
Nc1nc(CN2CCN(c3ccccc3)CC2)nc(Nc2ccc(Cl)cc2)n1	5	-3.0	-1	-7	-2.4	-2.7	-10	x	6	1.8
Cn1ncc(C#N)c1/N=C/N1CCCC1	-1	-1.1	x	-6	-3.3	0.6	-8	24	0	2.8
COc1ccc(-c2c(NC(=O)c3ccco3)n(-c3ccc(C)cc3)nc(C)c2=O)cc1	x	5.2	2	x	-0.5	x	x	x	x	-2.7
O=C(c1ccco1)N1CCCC(c2nc3c(nnn3Cc3c(Cl)cccc3Cl)c(=O)[nH]2)C1 (stereo not given)	3	0.3	-1	12	-1.3	-3.5	-7	-1	4	0.2
COc1ccc(F)cc1S(=O)(=O)N1CCC2(CC1)OCCN2S(=O)(=O)c1ccccc1	1	x	-1	3	x	-1.4	-15	-1	6	0.5
CCN(CC)C(=O)CSc1nc2ccccc2c(=O)n1OC	0	-0.3	x	5	2.1	-0.1	-11	15	-4	1.9
CC1(C)CC(=O)N(c2cc(Cl)ccc2Cl)C(=O)C1	-2	0.0	0	-3	-0.3	0.3	-1	1	-9	2.3
O=C(CSc1nnc(Nc2ccccc2)s1)NN1C(=O)NC2(CCCCC2)C1=O	1	3.2	-3	-9	0.2	-2.6	-6	-8	-4	-0.7
COc1cccc(OC)c1C(=O)NC(=S)Nc1ccc2c(c1)Cc1ccccc1-2	-1	1.1	7	4	-1.9	9.7	-10	-48	9	2.8
CCc1c(O)nc(SCC(=O)Nc2nc3ccccc3s2)n(-c2ccc(C)cc2)c1=O	-2	2.1	-2	3	-0.5	-1.1	-5	-5	-7	3.1
CSc1ccccc1NC(=O)CSCc1nc2sc(C)c(C)c2c(=O)[nH]1	-2	-2.6	4	-2	-0.4	-2.7	-7	-11	-8	1.9
COc1ccc(NC(=O)CSc2ccc(-c3cccs3)nn2)c(OC)c1	-1	1.4	-5	6	0.2	-1.2	4	x	0	3.1
O=C(CCCN1C(=O)/C(=C/c2cccs2)SC1=S)Nc1ccccc1O	-1	-0.2	10	2	-1.8	-1.4	-15	-6	-3	-0.9
CC(=O)c1cccc(NC(=O)C(C)OC(=O)Cc2n[nH]c(=O)c3ccccc23)c1 (stereo not given)	1	0.5	-1	-3	2.9	-1.7	-6	-13	3	2.1
C[C@@H]1CN([C@H](C)CO)C(=O)c2cccc(NS(=O)(=O)c3ccccc3)c2O[C@H]1CN(C)C	0	-0.3	-2	2	2.9	-0.2	-14	0	-9	5.1

Some of these compounds in order of their number in Tat transport, low to high.
smiles,Tat transport
CSc1ccccc1NC(=O)CSCc1nc2sc(C)c(C)c2c(=O)[nH]1,-8
CC(=O)c1cc2c(cc1N(C(=O)c1ccco1)C(C(=O)NC1CCCC1)c1ccccc1F)OCO2 (stereo not given),-6
O=C(CSc1nnc(Nc2ccccc2)s1)NN1C(=O)NC2(CCCCC2)C1=O,-4
CCOc1ccc(NC(=O)C2CCN(S(=O)(=O)c3ccc4c(c3)C(C)(C)C(=O)N4C)CC2)cc1,-3

2 compounds from above with just CAL PDZ inh and DAGLB inh:
molecule	CAL PDZ inh	DAGLB inh
CC(=O)c1cccc(NC(=O)C(C)OC(=O)Cc2n[nH]c(=O)c3ccccc23)c1 (stereo not given)	-1.7	1
CCc1c(O)nc(SCC(=O)Nc2nc3ccccc3s2)n(-c2ccc(C)cc2)c1=O	-1.1	-2

(next part)
SMILES	DAGLB inh	AddAB inh	Wnt act	Rtt109 HAT inh	Ecoli viability	CAL PDZ inh	PvdQ inh	PfHsp90 set2	Tat transport	phage Ecoli inh
CCCCOc1ccc(/C=N/NC(=S)Nc2cc(C)ccc2C)cc1	-2	0.0	x	5	-2.4	0.9	-2	-12	-5	2.7
COc1cc2nc(CN(C)Cc3nc4ccccc4c(=O)[nH]3)[nH]c(=O)c2cc1OC	-2	1.4	x	5	-3.5	-1.7	8	1	12	3.2
Cc1cc(C)c(C)c(S(=O)(=O)N2CCC(C(=O)Nc3ccc(S(=O)(=O)N4CCOCC4)cc3)CC2)c1C	-2	-1.3	-3	1	-1.3	-0.2	-1	-12	0	1.4
COC(=O)c1cc(NC(=O)CN(c2ccc(OC)cc2)S(=O)(=O)c2ccc(F)cc2)ccc1Cl	-10	x	x	-7	x	-1.4	-13	3	3	1.7
COc1ccc(CC2(CO)CCN(Cc3cnn(-c4ccccc4OC)c3)CC2)cc1	0	2.5	-2	6	1.2	-3.2	4	-1	-4	-1.1
Nc1ccc(/C=C/C(=O)c2ccco2)cc1	-3	3.9	16	-6	-3.1	-1.9	6	-5	-1	4.1
Fc1ccccc1-c1nnc2c3ccccc3nc(N3CCOCC3)n12	1	1.7	-1	1	0.2	-0.9	-15	x	2	4.2
CC1Cc2ccccc2N1C(=O)c1cnc2sccn2c1=O (stereo not given)	0	-0.5	4	4	3.2	0.0	2	-9	-6	3.9
Cc1ccc(S(=O)(=O)N(C)C)cc1NC(=O)COC(=O)CCC1CCCC1	-4	4.1	-2	5	-12	-2.8	7	x	4	-1.1
CN(C[C@H](Cc1ccccc1)N(C[C@H](Cc1ccccc1)N(CC1(c2ccccc2)CC1)N=O)N=O)N=O	-13	0.0	-1	-1	-2.6	-0.3	-2	14	-4	0.9
O=c1oc2ccccc2c(N2CCC(c3ccccc3)CC2)c1[N+](=O)[O-]	-1	3.1	-5	-4	2.3	-1.9	-18	-16	u	4.6
CCCC(=O)NC(NC(=S)Nc1c(C)n(C)n(-c2ccccc2)c1=O)C(Cl)(Cl)Cl (stereo not given)	2	-1.1	-1	-24	0.4	-0.8	-6	-45	1	2.5
Cc1ccc(C)c(S(=O)(=O)Nc2ccc(O)c3ccccc23)c1	2	-1.1	1	-3	-1.7	0.0	11	-15	8	-0.5
O=C(Nc1cccc(-n2cnnn2)c1)c1ccc(C(F)(F)F)cc1	0	2.9	-3	-14	1.9	-7.4	-6	-10	4	6.7
CN1CCCCC1CCN1c2ccccc2Sc2ccc(S(C)=O)cc21 (stereo not given)	4	1.0&-2.5	1	0	-0.9&0.4	0.7	-2	-17	-9	3.3
COc1ccc(Br)cc1/C=N/NC(=O)c1ccc(OC)c(OC)c1	-1	4.8	2	19	-0.5	-2.6	8	x	0	2.2
CCOC(=O)C1=C(C)N(c2ccc(C)cc2)C(=O)/C1=C\c1cccs1	0	0.5	x	-3	-1.9	-1.4	0	10	4	1.3
COc1ccccc1NS(=O)(=O)c1cc(C(=O)NC2CC(C)(C)NC(C)(C)C2)ccc1Cl	1	x	1	0	x	-2.3	-23	x	7	2.2
O=C(CSc1cccc[n+]1[O-])NC1CCCCC1	-2	-0.7	1	5	0.7	0.0	-3	-18	-4	0.5
CCOC(=O)c1csc(NC(=O)COc2ccc(Cl)cc2Cl)n1	1	5.3	x	0	4.0	-1.4	14	-26	-4	0.9
Cc1c(OCC(N)=O)ccc2c(-c3ccccc3)cc(=O)oc12	-2	0.2	1	6	-2.5	-0.6	6	-14	6	3.7
O=C(CCS(=O)(=O)c1ccc(Br)cc1)Nc1ccccc1Cl	1	2.1	8	2	2.2	-1.4	2	13	-8	0.9
Cn1c(NC(=O)c2ccc(Cl)cc2)c(-c2ccccn2)c(=O)c2ccccc21	0	1.6	x	-1	-3.2	-3.0	-11	-11	-7	2.1
CCCCN(C(=O)c1sc2nc3n(c(=O)c2c1C)CCC3)c1c(N)n(CC(C)C)c(=O)[nH]c1=O	-1	x	-1	-51	x	-3.2	-20	-1	-2	4.4
CCOC(=O)c1cnc2c(cnn2C)c1NCCC(O)C(F)(F)F (stereo not given)	-1	-0.3	-1	-6	1.9	0.6	-6	x	4	-1.8
CN(C(=O)COC(=O)C1CCN(S(=O)(=O)c2c(Cl)cccc2Cl)CC1)C1CCS(=O)(=O)C1 (stereo not given)	0	1.3	-2	0	0.6	-1.3	-11	-48	-1	2.5
CNC(=O)C1C2C=CC3(O2)C1C(=O)N(C1CC1)C3C(=O)NCc1ccc(OC)cc1 (stereo not given)	-1	2.1	3	0	-0.8	x	-4	19	2	1.6
O=C(CN1C(=O)c2ccccc2S1(=O)=O)NCc1ccccc1Cl	2	4.3	1	-4	1.5	-2.0	-16	7	4	3.2
O=C1CN(C(=O)CN2C(=O)NC3(CCCCC3)C2=O)c2ccccc2N1	1	0.6	-1	-25	-1.7	-2.8	-27	x	-4	1.8
O=C1CCC(O)CCN1CCSc1ccccc1 (stereo not given)	-1	4.4	15	-9	1.5	-0.2	-6	-6	2	2.1

An excerpt of these results, with two lines to a compound:
Values run as follows: DAGLB inh, AddAB inh, Wnt act, Rtt109 HAT inh, Ecoli viability, CAL PDZ inh, PvdQ inh, PfHsp90 set2, Tat transport, phage Ecoli inh
CSc1ccccc1NC(=O)CSCc1nc2sc(C)c(C)c2c(=O)[nH]1
 : -2, -2.6, 4, -2, -0.4, -2.7, -7, -11, -8, 1.9
O=C(Nc1cccc(-n2cnnn2)c1)c1ccc(C(F)(F)F)cc1
 : 0, 2.9, -3, -14, 1.9, -7.4, -6, -10, 4, 6.7
